# Source: PubChem BioAssay (several laboratories)
# Scp-1 inhibitor: Scp-1 phosphatase inhibitors, primary screen, biochemical, colorimetric, uHTS. Recombinant Scp1, phosphopeptide, malachite green phosphate absorbance. inhibition, % at 20 µM. actives 0.88% (n = 340,000). AID 493091, 2011;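 active = inhibition above about 50% at 20 µM, limit read from the data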;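 also: plate controls were DMSO wells with enzyme for no effect and wells lacking enzyme for full effect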
# Target sequence (Q9GZU7 76-261 limits assumed): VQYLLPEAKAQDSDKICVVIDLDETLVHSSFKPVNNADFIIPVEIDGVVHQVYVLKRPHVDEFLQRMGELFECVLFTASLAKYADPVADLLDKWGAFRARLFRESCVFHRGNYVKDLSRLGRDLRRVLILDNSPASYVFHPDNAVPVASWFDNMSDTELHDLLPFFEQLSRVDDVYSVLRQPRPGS
#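 Incubation: 45 min enzyme reaction at room temperature / System: truncated SCP-1 phosphatase (76-261aa) / Reagent: Phospho 17-mer peptide substrate / Buffer or medium: Acidic Tris acetate buffer with magnesium and detergent / Signal: absorbance at 630 nm / Doses: one concentration, 20 µM, with 1.0% DMSO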
# LMPTP inh: LMPTP phosphatase inhibitors, primary screen, biochemical, fluorescence intensity, uHTS; recombinant LMPTP-A, OMFP fluorogenic substrate; Low molecular weight phosphotyrosine protein phosphatase (Homo sapiens), P24666; AID 651560, 2012; actives 0.22% (n = 360,000); inhibition, % at 20 µM;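 active = compounds that cut the enzyme signal by at least half of the control window in the single-dose screen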;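 also: plate controls were DMSO wells with enzyme plus substrate for no effect and substrate without enzyme for full effect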
# Target sequence (P24666 whole entry, looked up): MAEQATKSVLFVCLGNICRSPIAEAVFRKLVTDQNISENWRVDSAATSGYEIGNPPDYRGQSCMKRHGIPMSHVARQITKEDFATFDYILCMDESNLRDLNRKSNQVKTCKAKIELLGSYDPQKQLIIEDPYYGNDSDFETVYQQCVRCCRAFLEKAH
#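 Test system: LMPTP-A phosphatase enzyme; input: 0.625 nM LMPTP-A final; reagent: OMFP substrate, 400 µM final; compound dosing: 20 µM single dose, 3% DMSO; incubation: 50 min dark incubation at room temperature; measured by: endpoint fluorescence intensity from OMFP dephosphorylation; measure: % inhibition relative to no-enzyme and uninhibited control wells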
# SUMO1 PPI mod: modulators of SUMO1 protein-protein interactions, primary screen, biochemical, uHTS; SUMO1 binding to a labelled peptide, TR-FRET, 1 h; inhibition, % at 20 µM; actives 0.33% (n = 360,000); Small ubiquitin-related modifier 1 (Homo sapiens), P63165; in the data active = inhibition above about 37%
# MsrA inh: bovine MsrA enzyme inhibitors, primary screen, biochemical, absorbance, HTS. purified bovine MsrA, absorbance read-out. actives 0.75% (n = 360,000). AID 651718, 2012. Methionine sulfoxide reductase A (Bos taurus). inhibition, % at 15.5 µM; in the data active = inhibition above about 4.5%;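 also: 0% = vehicle wells with enzyme and 100% = reference inhibitor wells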
# Rpn11 block: Rpn11 (PSMD14) deubiquitinase inhibitors, primary screen, biochemical, fluorescence polarization, uHTS | 26S proteasome non-ATPase regulatory subunit 14 (Homo sapiens), O00487 | calls only at 20 µM | actives 0.59% (n = 360,000) | human 26S proteasome, Ub4-pepOG fluorescence polarization; 20S core pre-blocked with epoxomicin;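 active = inhibition at 20 µM, scaled to each plate's controls, above about 33%, limit read from the data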
# Target sequence (O00487 whole entry, looked up): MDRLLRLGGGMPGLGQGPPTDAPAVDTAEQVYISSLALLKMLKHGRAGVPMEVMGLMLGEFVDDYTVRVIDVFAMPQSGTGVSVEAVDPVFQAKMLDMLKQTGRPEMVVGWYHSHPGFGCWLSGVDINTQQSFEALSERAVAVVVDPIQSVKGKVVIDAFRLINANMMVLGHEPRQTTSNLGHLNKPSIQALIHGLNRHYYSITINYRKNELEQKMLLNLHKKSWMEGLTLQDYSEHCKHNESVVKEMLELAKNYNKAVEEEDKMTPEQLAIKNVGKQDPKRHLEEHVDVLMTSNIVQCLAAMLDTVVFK
# NadD block: inhibitors of S. aureus NadD, primary screen, biochemical, colorimetric, uHTS | Nicotinate-nucleotide adenylyltransferase NadD (Staphylococcus aureus N315) | purified NadD enzyme, colorimetric absorbance read-out | inhibition, % at 20 µM | actives 0.78% (n = 360,000); in the data active = inhibition above about 26%; also: some compounds past the cut are filed as inactive
# DNMT1 inh: human DNMT1 methyltransferase inhibitors, primary screen, biochemical, molecular beacon, fluorescence, HinP1I cleavage, uHTS; inhibition (reported as % activation of signal), % at 10 µM; actives 0.83% (n = 360,000); AID 588458, 2011; in the data active = inhibition above about 50%
# STEP inh: STEP phosphatase inhibitors, primary screen, biochemical, fluorescence intensity, uHTS; Tyrosine-protein phosphatase non-receptor type 5 (Homo sapiens), P54829; recombinant STEP, OMFP fluorogenic substrate; inhibition, % at 20 µM; actives 0.25% (n = 360,000); AID 588621, 2011;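 active = inhibition at 20 µM, scaled per plate between control wells, above about 37%, limit read from the data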;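 also: 0% = DMSO with enzyme and substrate and 100% = substrate only without enzyme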
#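 Material: STEP (striatal-enriched tyrosine phosphatase) enzyme, cell-free | Medium: 50 mM Bis-Tris pH 6.0 with 2.5 mM DTT and 0.005% Tween 20 | Read-out: Percent inhibition scaled to no-enzyme and uninhibited-enzyme controls, plate-pattern corrected | Signal: Fluorescence read at 480 nm ex / 540 nm em | Times: 20 min reaction, room temperature, in the dark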
# Tb MetRS inh: T. brucei MetRS inhibitors, primary screen, biochemical, luminescence | methionyl-tRNA synthetase (Trypanosoma brucei brucei) | purified T. brucei MetRS, ATP depletion, Kinase-Glo luminescence | inhibition, % at 11.9 µM | actives 0.4% (n = 360,000) | AID 624268, 2012;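 active = inhibition above a per-plate cutoff of the control wells' mean inhibition plus 3 SD, cut at about 5.5% in these data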;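 also: 0% = DMSO wells median and 100% = median of wells with control inhibitor compound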
#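 technique = Kinase-Glo luminescence, ATP depletion format | system = purified MetRS (methionyl-tRNA synthetase) enzyme from Trypanosoma brucei | timing = 15 min preincubation, 2 h reaction, all 25 °C | evaluation = percent inhibition versus plate control medians | dosing = single dose, 11.9 µM final nominal, 0.9% final DMSO | also added = substrates ATP, L-methionine and bulk Escherichia coli tRNA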
# CSN inh: inhibitors of CSN-mediated cullin deneddylation, primary screen, biochemical, fluorescence polarization, uHTS | Purified CSN, SCF-Nedd8-OG deneddylation | inhibition, % at 12.5 µM | actives 0.38% (n = 360,000) | AID 651999, 2013;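 active = pattern-corrected inhibition above about 35%, with an unprinted fluorescence ratio check between 0.5 and 1.5, limit read from the data, passing the limit was not always enough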;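 also: 0% = enzyme with substrate and 100% = substrate without enzyme; some results filed as inactive read as strong as hits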
# Target sequence (Q92905 whole entry, looked up, one chain of several): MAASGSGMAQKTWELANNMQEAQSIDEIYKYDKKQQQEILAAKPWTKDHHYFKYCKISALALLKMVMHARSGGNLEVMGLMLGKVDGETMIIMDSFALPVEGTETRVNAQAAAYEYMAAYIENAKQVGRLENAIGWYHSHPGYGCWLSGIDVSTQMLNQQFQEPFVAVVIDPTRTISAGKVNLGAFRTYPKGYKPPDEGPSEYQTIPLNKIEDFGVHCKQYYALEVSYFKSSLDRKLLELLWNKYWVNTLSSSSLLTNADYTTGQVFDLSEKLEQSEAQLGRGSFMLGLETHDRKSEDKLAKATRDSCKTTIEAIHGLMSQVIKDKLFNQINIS
#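 Detection – fluorescence polarization · System – HEK293T-derived human Csn5 enzyme · Controls – substrate-only high control, full reaction low control · Timing – 90 min, room temperature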
# * marks the source's active call; other numbers are inactive results; i = inactive; nt = no result given.
SMILES,Scp-1 inhibitor,LMPTP inh,SUMO1 PPI mod,MsrA inh,Rpn11 block,NadD block,DNMT1 inh,STEP inh,Tb MetRS inh,CSN inh
COc1ccc(N2CCN(C(C)C(=O)N3CCCC3)CC2)cc1 (configuration not stated),-5,-2.6,-1,-1.3,i,-2,1,0,-0.3,0
Cn1c(=O)c2cc(NC(=O)CCc3ccccc3)ccc2n1-c1ccccc1F,nt,1.1,5,0.1,i,1,-2,2,-0.2,4
CNC(=S)N1CCC(NC(=O)C(Cc2ccc(F)cc2)NC(C)=O)CC1 (configuration not stated),6,-0.2,5,1.3,i,-6,3,5,-0.5,0
C=CCN=C1N[C@@H](c2ccccc2)C(C(=O)OC)=C(C)N1CCOC,19,-1.2,4,-0.7,i,1,3,-1,0.4,-4
COc1cc(NC(=O)n2ncc3cc(Cl)ccc32)cc(OC)c1,-3,-0.2,-7,-1.1,i,-8,0,0,0.0,-2
COc1ccc(C(=O)N2CC(c3ccccc3)CC2=O)cc1 (configuration not stated),-5,-1.0,4,-1.7,i,-10,1,-1,0.1,0
COC(=O)C1=CN(c2ccccc2OC)C(N)=C(C#N)C1c1cccc([N+](=O)[O-])c1 (configuration not stated),nt,1.8,-12,0.7,nt,nt,nt,nt,-0.7,4
Cn1c(=O)c(=O)n(C)c2cc(S(=O)(=O)N3CCCC3C(=O)Nc3ccc(F)cc3)ccc21 (configuration not stated),-8,-0.7,1,1.9,i,2,0,-2,0.2,7
CCNc1nc(Oc2ccc(=O)[nH]n2)nc(N2CCOCC2)n1,3,-1.8,-7,0.6,i,-4,-1,-9,-1.2,0
CCC(=O)Nc1ccc(S(=O)(=O)N2CCCCC2)cc1OC,2,0.3,0,0.1,i,-4,2,0,-0.8,-3
Cc1cccc(C)c1NC(=O)CN(C)C(=O)CN1C(=O)NC2(CCCC2)C1=O,-4,-1.5,4,0.9,i,0,0,-2,0.6,1
O=C(O)CC(c1ccccc1)c1ccccc1,-4,-2.1,0,-0.6,i,-8,0,-2,-0.5,-4
O=C(NNS(=O)(=O)c1ccccc1)C1CCCCC1,-3,-0.9,1,1.4,i,-1,2,0,-0.7,5
Cc1ccc(C(=O)C(C)OC(=O)Cc2n[nH]c(=O)c3ccccc23)cc1C (configuration not stated),-5,1.5,1,-0.5,i,0,-2,0,0.2,2
COc1ccc(-c2c3c(=O)n(C)c(=O)n(C)c3cn2Cc2cccnc2)cc1,-5,-1.2,1,0.7,i,3,-2,0,-0.4,-7
Cc1ccc(N2C(N)=C(C#N)C3(C(=O)N(C)c4ccccc43)C3=C2CC(C)(C)CC3=O)cc1Cl (configuration not stated),-10,-1.3,2,-0.6,i,3,-3,3,0.1,-1
CC1(c2ccc3c(c2)OCCO3)NC(=O)N(CC(=O)Nc2c(F)cccc2F)C1=O (configuration not stated),-8,0.3,-8,0.7,i,-4,4,0,0.3,-3
O=C(CSc1nc(-c2ccc(F)cc2)cs1)N1CCc2ccccc21,-5,2.6,-1,nt,i,4,-1,2,0.0,-3
Nc1ccccc1C(=O)N/N=C1/C2CN3CCN(C2)CC1(Cc1ccccc1)C3,-6,-0.9,0,1.7,i,-6,1,-2,-0.4,1
Cn1c(=O)oc2cc(S(=O)(=O)NCCC(=O)N3CC=C(c4ccccc4)CC3)ccc21,-5,-0.3,-4,-0.5,i,-8,-1,2,-0.5,0
O=C(Nc1ccc(C(O)c2ccccc2)cc1)[C@@H]1O[C@H](CO)[C@H](O)[C@H](O)[C@H]1O (some centres not stated),nt,2.6,-2,0.5,i,1,9,2,-0.5,1
CCCn1c(N)c(N(CCOC)C(=O)c2cccc(C(F)(F)F)c2)c(=O)[nH]c1=O,-1,-0.5,2,1.1,i,-3,0,-3,-0.9,0
COc1cccc(NC(=O)c2ccc3c(c2)CCN3S(C)(=O)=O)c1,-9,-0.7,-2,2.8,i,-11,0,0,-0.1,2
CN(C(=O)CN1C(=O)/C(=C/c2ccccc2F)SC1=S)C1CCS(=O)(=O)C1 (configuration not stated),-6,-0.1,-31,-0.4,i,-5,-2,3,1.3,-8
Cc1ccc(NC(=O)CSCC(=O)N(C)CC(=O)Nc2ccccc2C(F)(F)F)cc1,-3,-0.1,1,-1.4,i,-4,0,-2,-0.5,2
COc1ccc([C@H]2CC(=O)C=C(c3cc(F)ccc3F)C2)cc1OC,-6,-0.3,-18,-0.1,i,-3,-3,4,-0.3,-1
C[C@H](NS(=O)(=O)c1ccc(Cl)cc1)C(=O)OCC(=O)c1ccc[nH]1,15,1.6,-1,0.8,i,0,-4,2,-1.2,-2
O=C(O)C1Cn2c(nc3c(c2=O)C2(CCCC2)Cc2ccccc2-3)S1 (configuration not stated),0,-1.6,-2,0.0,i,-4,-2,-5,-0.1,4
CCC(=O)NC(c1ccccc1)c1nc2ccccc2[nH]1 (configuration not stated),-1,-1.0,-2,0.2,i,-4,-1,0,0.1,1
COc1cc(C(=O)O)nc2ccccc12,-7,1.2,-1,1.4,i,4,1,-10,-0.3,1
Cc1ccc(NC(=O)c2ccc(C#CC3(O)CCCCC3)cc2)cc1C,-13,1.3,0,2.0,i,-7,-7,-2,0.0,0
CCS(=O)(=O)N1CCCC(C(=O)NCc2ccc3c(c2)OCO3)C1 (configuration not stated),-2,-0.3,-3,-1.2,i,9,0,-1,-0.4,0
CC(=O)C1=C(C)OC(N)=C(C#N)C1c1cccc([N+](=O)[O-])c1 (configuration not stated),1,-1.8,-7,1.1,i,5,-3,-1,-0.1,-2
COc1cc2cc(C(=O)N/N=C/c3cccc(OC)c3OC)[nH]c2cc1OC,-9,-0.7,-3,5.4*,i,-3,-1,0,-1.0,-2
Cc1[nH]c2c(C)cccc2c1CCNS(=O)(=O)c1cccc([N+](=O)[O-])c1,-7,-0.7,-14,0.7,i,-9,-7,0,-0.2,-7
NC(=O)c1ccccc1NC(=O)Nc1ccccc1Cl,-1,-1.2,0,0.3,i,2,8,-3,-0.8,3
CC(O)(c1ccccc1)c1nc(-c2ccc(Cl)cc2)cs1 (configuration not stated),nt,-0.7,1,0.1,i,-9,8,-4,-0.4,0
COc1ccc(CCN2CC(C(=O)NCc3cc(C)on3)CCC2=O)cc1 (configuration not stated),-9,-0.7,2,0.8,i,-3,-2,3,-0.1,-2
CC(C)=CCN1CCN(Cc2c[nH]c3ccccc23)CC1CCO (configuration not stated),-12,-1.0,-1,-0.1,i,-2,-6,6,-0.4,2
CCOC(=O)c1cnc(SCC(C)C)nc1N,-2,0.3,2,-0.2,i,-6,0,1,-0.7,0
Cc1ccc2oc(C(=O)NCc3ccc(S(N)(=O)=O)cc3)cc(=O)c2c1,-1,-1.5,-7,2.1,i,-2,6,-1,-0.6,1
COc1cc(NC(=O)CN(C)S(=O)(=O)c2ccc3nc(C)sc3c2)cc(OC)c1,-10,1.1,3,-0.1,i,-3,2,-1,-1.0,3
N#Cc1cccc(NC(=O)c2cc(C3CCCCN3C(=O)CCc3ccccc3)on2)c1 (configuration not stated),nt,1.5,2,-1.0,i,-2,-6,4,0.2,-5
COc1ccccc1CC(=O)N1CCCc2cc(C)ccc21,-5,-0.1,-1,0.5,i,-10,1,-1,-0.6,-6
Cc1ccc(OCC(=O)Nc2ccc(-c3nc4ncccc4o3)cc2)cc1,6,45,6,1.1,i,14,47,54*,-0.3,10

# Of the compounds above, nine contain fluorine.
SMILES,Scp-1 inhibitor,LMPTP inh,SUMO1 PPI mod,MsrA inh,Rpn11 block,NadD block,DNMT1 inh,STEP inh,Tb MetRS inh,CSN inh
Cn1c(=O)c2cc(NC(=O)CCc3ccccc3)ccc2n1-c1ccccc1F,nt,1.1,5,0.1,i,1,-2,2,-0.2,4
CNC(=S)N1CCC(NC(=O)C(Cc2ccc(F)cc2)NC(C)=O)CC1 (configuration not stated),6,-0.2,5,1.3,i,-6,3,5,-0.5,0
Cn1c(=O)c(=O)n(C)c2cc(S(=O)(=O)N3CCCC3C(=O)Nc3ccc(F)cc3)ccc21 (configuration not stated),-8,-0.7,1,1.9,i,2,0,-2,0.2,7
CC1(c2ccc3c(c2)OCCO3)NC(=O)N(CC(=O)Nc2c(F)cccc2F)C1=O (configuration not stated),-8,0.3,-8,0.7,i,-4,4,0,0.3,-3
O=C(CSc1nc(-c2ccc(F)cc2)cs1)N1CCc2ccccc21,-5,2.6,-1,nt,i,4,-1,2,0.0,-3
CCCn1c(N)c(N(CCOC)C(=O)c2cccc(C(F)(F)F)c2)c(=O)[nH]c1=O,-1,-0.5,2,1.1,i,-3,0,-3,-0.9,0
CN(C(=O)CN1C(=O)/C(=C/c2ccccc2F)SC1=S)C1CCS(=O)(=O)C1 (configuration not stated),-6,-0.1,-31,-0.4,i,-5,-2,3,1.3,-8
Cc1ccc(NC(=O)CSCC(=O)N(C)CC(=O)Nc2ccccc2C(F)(F)F)cc1,-3,-0.1,1,-1.4,i,-4,0,-2,-0.5,2
COc1ccc([C@H]2CC(=O)C=C(c3cc(F)ccc3F)C2)cc1OC,-6,-0.3,-18,-0.1,i,-3,-3,4,-0.3,-1
